Source: PubChem (several laboratories)
phage Ecoli inh – growth loss of phage-infected E. coli, primary screen, RecBCD inhibitor project, absorbance, with phage, HTS; inhibition, % at 11.9 µM; hit rate 0.26% among 360,000; in the data active means inhibition above about 11%
Tat transport – E. coli Tat export inhibitors, primary screen, MC4100, TorA-mCherry reporter, fluorescence, single point; inhibition, % at 10 µM; hit rate 0.036% among 340,000; AID 488895, 2010;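 active means mean replicate inhibition at least 50% and at least half of replicates individually reaching 50%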;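 further: exported cargo escapes ClpAP degradation while cytoplasmic cargo is degraded and loses fluorescence; 0% = median of neutral control wells and 100% = median of NaSCN control wells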
Mot1-301 SUMO – yeast Mot1-301 growth rescue at high temperature, primary screen, SUMOylation pathway inhibitor project, S. cerevisiae, ATP luminescence, 38.5C; growth rescue, % at 18.8 µM; S. cerevisiae Mot1-301 growth rescue; percent above DMSO median, 100 means doubled; AID 2716, 2010; hit rate 1% among 320,000;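 active means every valid replicate shows activation above 250% relative to neutral control wells; inactive means the rest, any valid replicate at or below 250%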;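 further: OY570 slx delta 5 strain wells were the positive control but not used for scaling; some compounds called inactive have numbers as strong as hits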
PfHsp90 yeast 2 – growth inhibition of PfHsp90-expressing yeast, primary screen, antimalarial PfHsp90 inhibitor project, S. cerevisiae, BacTiter-Glo luminescence, single point, set 2; inhibition, % at 9.4 µM; hit rate 0.32% among 310,000; BacTiter-Glo ATP, 48 h; yeast lacking PDR1 and PDR3 efflux regulators;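 active means every replicate shows inhibition above about 80%, whatever the replicate mean, limit read from the data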;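 further: 0% = DMSO neutral controls and 100% = 20 µM radicicol positive controls; yeast relying on Plasmodium falciparum Hsp90 in place of its own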
OPRM1-OPRD1 inv – inverse agonists of MOR-DOR heterodimerization, primary screen, cell-based, luminescence | Mu-type opioid receptor (Homo sapiens) + Delta-type opioid receptor (Homo sapiens), … | cell-based MOR-DOR heterodimer luminescence, inverse agonism | inhibition, % at 9.3 µM | hit rate 0.21% among 340,000; in the data active means inhibition above about 22%, passing the limit was not always enough;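 further: 0% = cells with DMSO and 100% = wells without cells with DMSO; values of inactives mirror those of a sister screen read the other way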
Target sequence (P35372 whole entry, looked up): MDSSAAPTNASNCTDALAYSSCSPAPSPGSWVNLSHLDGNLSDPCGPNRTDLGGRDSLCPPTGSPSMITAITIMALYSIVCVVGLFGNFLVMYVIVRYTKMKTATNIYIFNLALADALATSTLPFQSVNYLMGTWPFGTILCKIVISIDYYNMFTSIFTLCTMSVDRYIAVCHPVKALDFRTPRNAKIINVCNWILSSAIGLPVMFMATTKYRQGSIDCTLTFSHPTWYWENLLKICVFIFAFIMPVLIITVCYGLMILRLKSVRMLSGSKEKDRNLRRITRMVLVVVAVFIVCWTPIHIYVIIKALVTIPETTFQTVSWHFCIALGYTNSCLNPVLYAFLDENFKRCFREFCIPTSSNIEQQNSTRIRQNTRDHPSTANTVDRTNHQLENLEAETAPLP
Target sequence (P41143 whole entry, looked up): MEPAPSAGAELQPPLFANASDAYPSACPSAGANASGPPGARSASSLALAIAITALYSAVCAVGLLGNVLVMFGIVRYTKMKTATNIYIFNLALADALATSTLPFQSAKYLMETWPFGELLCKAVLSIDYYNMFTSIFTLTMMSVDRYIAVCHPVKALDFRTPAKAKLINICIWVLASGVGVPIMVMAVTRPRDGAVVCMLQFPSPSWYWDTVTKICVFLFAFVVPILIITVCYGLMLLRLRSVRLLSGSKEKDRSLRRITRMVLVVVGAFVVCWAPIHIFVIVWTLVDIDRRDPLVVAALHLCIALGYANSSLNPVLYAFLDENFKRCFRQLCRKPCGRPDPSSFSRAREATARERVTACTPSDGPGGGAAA
AddAB inh – growth inhibition of E. coli expressing H. pylori AddAB, primary screen, AddAB inhibitor project, absorbance; hit rate 0.29% among 330,000; AID 435030, 2010; inhibition, % at 11.9 µM; in the data active means inhibition above about 12%;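 further: 0% = vehicle wells of infected cells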
Ecoli viability – E. coli V3065 growth inhibition, primary screen, counter-screen for AddAB inhibitor project, absorbance, OD600. 18 h. inhibition, % at 11.9 µM. hit rate 0.27% among 330,000. AID 449728, 2010;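 active means inhibition above the campaign's mean inhibition across all tested compounds plus 3 SD, cut at about 9.9% in these data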;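 further: uninfected addAB+ strain grown without phage in ampicillin broth; 0% = DMSO wells and 100% = ciprofloxacin 0.95 µg/ml wells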
OPRM1-OPRD1 ag – agonists of OPRM1-OPRD1 heterodimerization, primary screen, cell-based, luminescence. Mu-type opioid receptor (Homo sapiens) + Delta-type opioid receptor (Homo sapiens), …. AID 504326, 2011. hit rate 0.3% among 340,000. cells. activation, % at 9.3 µM; in the data active means activation above about 18%;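 further: 0% = vehicle-treated cells and 100% = reference agonist; values of inactives mirror those of a sister screen read the other way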
PKA-R1A act – activators of PKA-R1A holoenzyme, primary screen, biochemical, fluorescence polarization, Cy5-IP20, bovine R1A, mouse PKAc. cAMP-dependent protein kinase type I-alpha regulatory subunit (Bos taurus) + …. PKA-R1A dissociation; scaled: DMSO 0%, 113 µM cGMP 100%. activation, % at 11.4 µM. hit rate 0.083% among 340,000. AID 504707, 2011;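 active means percent activation above the mean of all tested compounds plus 3 SD, cut at about 19% in these data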;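 further: higher means more PKAc released from R1A so a rise in polarization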
Pemphigus Ab inh – inhibitors of pemphigus antibody binding to DSG3, primary screen, biochemical, bead-based, flow cytometry, scFv-GFP; DSG3-coupled beads, scFv-anti-DSG3-GFP binding; hits give low values; binding (percent of control), % at 10 µM; hit rate 0.48% among 310,000; AID 588358, 2011;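 active means binding more than 3 SD below its plate's average and above zero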;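 further: hits lower antibody fragment binding to DSG3; some compounds called inactive have numbers as strong as hits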
Arr AP2 block – inhibitors of beta-arrestin/AP2 binding, primary screen, biochemical, GPCR trafficking, flow cytometry | beta-arrestin 1 C-terminal peptide binding to AP2 beta2-adaptin appendage (human) | FITC-arrestin peptide / GST-AP2 beads; AP2 beta2 appendage carries R879A mutation | inhibition, % at 10 µM | hit rate 0.31% among 340,000;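 active means inhibition above a set limit, near 3 SD of compounds lacking own fluorescence, cut at about 54% in these data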;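 further: plate controls were DMSO wells for no effect and 5 µM unlabelled arrestin peptide for full effect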
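System: GST-AP2 R879A glutathione beads. Medium: PBS with 0.05% Tween 20 and 0.1% BSA. Also added: FITC-arrestin peptide, 50 nM. Incubation: 12 min plus 1 h, RT. Measured by: high-throughput flow cytometry of beads, ex 488, em 535 nm. Evaluation: percent drop in bead-associated FITC signal.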
* hit, by the source's call; . = no result given.

SMILES	phage Ecoli inh	Tat transport	Mot1-301 SUMO	PfHsp90 yeast 2	OPRM1-OPRD1 inv	AddAB inh	Ecoli viability	OPRM1-OPRD1 ag	PKA-R1A act	Pemphigus Ab inh	Arr AP2 block
CC(C)C[C@H]1CN=C(N(C)C)N1CCc1cccc(F)c1	4.1	10	-15	1	22	3.5	2.1	-3.9	-10	103	31
O=c1cc(N2CCN(Cc3ccccc3)CC2)[nH]c(=O)n1-c1cccc(C(F)(F)F)c1	2.9	8	-1	10	2	0.2	2.4	-0.3	7	103	-5
CCn1c(SCC(=O)Nc2ccc(NC(=O)c3ccco3)c(OC)c2)nc2ccccc2c1=O	3.9	-8	10	-20	-10	1.8	0.2	1.9	8	99	7
COc1ccc(S(=O)(=O)N(CC(=O)N/N=C/c2ccccc2C(=O)O)c2ccccc2OC)cc1	0.0	1	88	13	2	2.0	2.3	-0.4	1	96	27
COc1ccc(C(=O)NNC(=O)c2cc(C)nc3ccccc23)cc1	2.8	3	-1	6	10	1.1	-2.6	-2.4	-18	98	2
COc1cc(C2CC(=O)NC(SCC(=O)Nc3ccccc3C)=C2C#N)ccc1O (stereo not drawn)	-1.8	-2	-5	26	8	2.8	-2.3	-1.8	4	110	-11
Cc1ccc2nc(N3CCN(C)CC3)c(C=O)c(=O)n2c1	0.7	-5	-3	-36	16	1.1	0.2	-3.6	-4	99	-12
Cc1ccc(-c2nc(N)sc2CC(=O)OCC(=O)N2C(C)CCCC2C)cc1 (stereo not drawn)	2.1	-5	-7	1	14	-0.2	0.8	-2.7	-7	82	5
O=S(=O)(NC1=NCCCCC1)c1cc(F)ccc1F	2.1	-11	4	10	16	-2.3	0.7	-3.2	-11	124	-2
O=S(=O)(c1ccc(=S)[nH]c1)N1CCCCCC1	2.3	0	-8	-6	5	2.1	-2.5	-0.9	-7	94	-3
FC(F)(F)c1cc(-c2ccco2)nc(NCc2ccccc2)n1	3.6	0	5	.	-68	-0.4	-0.6	12	-3	.	-2
COc1cccc(/C=C2\SC(=S)N(CCC(=O)NNC(=O)c3ccccc3OC)C2=O)c1	3.2	0	12	-15	-5	2.7	-0.3	0.6	6	120	4
O=C(COC(=O)c1ccc(F)cc1F)Nc1ccc2[nH]c(=O)[nH]c2c1	3.0	-6	-31	2	4	3.3	-0.2	-0.8	11	88	-13
CCOC(=O)NC(=O)COC(=O)CCCc1nc2ccccc2s1	3.2	-3	69	5	-8	4.1	-1.8	1.8	-3	.	6
C[N+](C)(CCCCCC[N+](C)(C)CCCN1C(=O)c2cccc3cccc(c23)C1=O)CCCN1C(=O)c2cccc3cccc(c23)C1=O	.	10	-13	18	-1	4.3	2.0	0.2	-13	110	0
COc1ccc2oc(C(=O)Nc3cccc(S(=O)(=O)N4CCOCC4)c3)c(C)c2c1	-1.8	-6	.	-5	0	.	.	0.0	-10	96	0
CCC(=O)Nc1cc(C)c(OC)c(C)c1	2.6	-1	4	2	-40	-0.5	-0.4	8.6	0	106	.
CCc1cc2c3c(c(=O)oc2cc1OC(C)C(=O)O)CCCC3 (stereo not drawn)	0.2	0	-5	13	6	3.0	-0.3	-1.2	-9	101	-2
Cc1ccc(C2=Nc3ccccc3N=C(c3ccco3)C2)c(O)c1	-1.0	-7	-11	18	-4	-0.6	0.9	0.7	-2	107	14
CCOC(=O)c1cc2occc2n1CC(=O)Nc1ccc(OC)cc1OC	1.2	4	-12	18	14	-0.1	0.6	-2.4	-7	100	0

Continued, overlapping the part above by two compounds.
SMILES	phage Ecoli inh	Tat transport	Mot1-301 SUMO	PfHsp90 yeast 2	OPRM1-OPRD1 inv	AddAB inh	Ecoli viability	OPRM1-OPRD1 ag	PKA-R1A act	Pemphigus Ab inh	Arr AP2 block
Cc1ccc(C2=Nc3ccccc3N=C(c3ccco3)C2)c(O)c1	-1.0	-7	-11	18	-4	-0.6	0.9	0.7	-2	107	14
CCOC(=O)c1cc2occc2n1CC(=O)Nc1ccc(OC)cc1OC	1.2	4	-12	18	14	-0.1	0.6	-2.4	-7	100	0
CN1C(=O)SC(Nc2ccccc2)C1=O (stereo not drawn)	3.8	0	5	24	9	-4.0	-2.5	-1.6	0	100	25
COCCCN1C(=O)C(O)=C(C(C)=O)C1c1cccc(F)c1 (stereo not drawn)	2.8	1	6	-19	4	0.8	-1.2	-0.7	-12	99	-4
COc1ccc(NC(=O)N(C2CCCCC2)C2CCN(C(C)C)CC2)c(OC)c1	3.4	-10	.	6	-4	.	.	0.6	-1	108	12
O=C(c1cc2cc(Cl)ccc2oc1=O)N1CCN(c2ccccn2)CC1	1.2	-5	29	-6	1	3.5	-0.3	-0.2	-5	96	30
COc1ccc(C(=O)NCc2cc(C)nc3ccccc23)cc1	1.2	10	10	7	-11	1.1	0.9	1.6	3	107	18
COc1ccc(NCc2nn(CC(=O)c3ccc(Br)cc3)c3[n+]2CCCCC3)cc1	3.8	6	-16	-9	0	3.8	-3.9	0.0	3	.	-9
CCN(CC)S(=O)(=O)c1cccc(C(=O)N[C@H](C(=O)O)C(C)C)c1	-0.2	2	-1	3	6	0.9	-1.9	-1.1	0	98	23
O=c1ncn(-c2cccc(F)c2)c2ncccc12	3.1	-4	-15	3	2	0.3	-1.4	-0.3	4	97	-2
Oc1cccc(C2c3[nH]c4ccccc4c3CCN2Cc2cnn(-c3ccccc3)c2)c1 (stereo not drawn)	4.2	7	1	11	-61	2.0	1.3	12	-9	102	39
O=C(O)c1cc2c([nH]c1=O)CCCC2	3.8	11	-13	-4	14	3.9	1.9	-2.6	-6	104	4
N#Cc1cc2cc3c(cc2nc1SCC(=O)N1CCOCC1)OCO3	2.3	-5	252	-10	-3	4.7	-1.8	0.3	-10	91	-8
COc1ccccc1C(=O)NC1CCCc2ccccc21 (stereo not drawn)	2.6	9	149	-7	-5	3.0	0.9	0.7	2	.	4
COC(=O)c1c(NC(=O)c2ccco2)sc(C)c1C	1.1	0	.	6	-12	0.4	2.1	2.2	2	102	0
Cn1c(=O)c(=O)n(C)c2cc(S(=O)(=O)CCC(=O)N3CCCCC3)ccc21	2.2	6	12	-16	7	-2.5	-0.8	-1.2	7	101	-2
CCOC(=O)CSc1ncc(OC)c(Sc2ccc(Cl)cc2)n1	1.4	2	-4	-14	-19	3.9	2.4	3.5	-13	102	-1
O=C1Nc2ccccc2Oc2cc([N+](=O)[O-])ccc21	-0.1	4	243	.	-41	1.4	1.2	8.3	-1	120	38
O=c1c2ccccc2sn1-c1ccc(F)cc1	2.1	-10	192	7	23	0.6	1.1	-4.9	-14	42*	18
Cc1ccccc1OCC(=O)N1N=C(C(F)(F)F)CC1(O)C(C)(C)C (stereo not drawn)	3.5	5	48	.	-60	0.2	0.5	10	-8	94	2
COc1cccc(CNC(=O)CCl)c1	3.4	-5	.	7	15	2.0	-1.9	-2.9	14	112	-4
CC(C)NC(=O)Nc1cccc2c1O[C@@H](CN(C)S(=O)(=O)c1ccc(F)cc1)[C@@H](C)CN([C@H](C)CO)C2=O	2.2	8	-15	-16	14	-1.1	-2.7	-2.5	-11	102	-3
Cc1ccc(S(=O)(=O)NNc2ccccc2)cc1	.	-15	58	-18	7	-0.1	-3.7	-1.4	-1	103	14
CC(O)CCc1nc2ccc(C(=O)O)cc2[nH]1 (stereo not drawn)	-0.5	-6	-7	-7	15	1.0	-1.4	-2.9	-5	100	-9
Cc1cccc2cc(CN(Cc3cccs3)C(c3nnnn3C3CCCC3)C(C)C)c(=O)[nH]c12 (stereo not drawn)	3.4	8	.	-35	9	.	.	-2.2	14	107	8
Cc1nnc(-c2cccc(Br)c2)c2cn(-c3ccccc3Cl)nc12	2.3	-7	-1	1	-24	0.4	2.9	4.5	-1	107	4
C=CCn1c(=O)c2c(nc3n2CCCN3CCc2ccccc2)n(C)c1=O	1.6	-2	175	2	16	1.3	1.0	-3.0	-15	.	24
CCCCn1c(N)c(N(CC)C(=O)c2c(CC)noc2C)c(=O)[nH]c1=O	8.5	-5	4	-8	-6	0.2	-0.8	0.9	-7	.	9
CCN1CCc2c(OCC(=O)N3CCCCC3)cccc2C1=O	2.5	6	-7	-20	8	-0.2	0.1	-1.8	-11	.	-24
CNN/C(N=Cc1ccc([N+](=O)[O-])s1)=N\S(=O)(=O)c1cc(C)c(Cl)cc1SCc1ccccc1	4.0	6	.	11	-25	.	.	4.8	-3	82	-16
CN(C)c1ccc(-c2ccc3oc(-c4ccsc4)cc(=O)c3c2)cn1	2.3	11	23	-8	-16	2.7	0.0	2.7	-10	102	11
Cc1ccc(S(=O)(=O)N2CCCC(C(=O)O)C2)s1 (stereo not drawn)	1.1	-8	343	8	1	3.1	1.3	-0.2	-1	106	-11
Cc1ccsc1C(=O)Nc1ccc(OCc2ccccc2)cc1	2.4	-11	-8	6	-21	-2.5	-2.4	3.9	-2	.	5
Cc1nnc(C)n1/N=C/c1cccnc1	3.6	5	-9	23	6	1.9	-0.7	-1.1	-15	98	4
COC(=O)c1c(C)oc(C)c1S(=O)(=O)N1CCCCC1	0.5	4	5	-25	4	1.1	1.5	-0.8	-8	117	17
O=C(CSc1nnc(CN2CCOCC2)n1-c1ccccc1)Nc1ccc(Cl)cc1	1.1	-5	-6	7	-12	1.8	-1.1	1.9	-5	118	4
COCCNC(=O)CN1N=C(c2ccc(OC)cc2)CCC1=O	1.8	20	31	9	12	-1.2	-1.9	-2.7	3	94	-1
Cc1cccc(/C=N/NC(=O)C[n+]2ccccc2)c1	4.8	3	.	8	8	.	.	-1.2	5	101	-19
COc1ccccc1N1CCN(C(c2ccc(Cl)cc2)c2nnnn2C(C)(C)C)CC1 (stereo not drawn)	0.9	9	8	-11	-7	1.6	-0.9	1.6	-6	116	19
O=S(=O)([N-]c1nc2ccccc2nc1-[n+]1ccccc1)c1ccccc1	2.0	5	-4	-34	8	2.8	1.2	-1.4	-2	.	-5
